S100A4 inh HTS: blocks human S100A4 binding to myosin IIA peptide | hit rate 0.14% among 360,000 | inhibition, % at 10.7 µM | AID 652163 | S100A4/TAMRA-MyoIIA peptide fluorescence polarization | P26447;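 active = mean inhibition of at least 70% across replicates, with every replicate also reaching that level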
Target sequence (P26447 whole entry, looked up): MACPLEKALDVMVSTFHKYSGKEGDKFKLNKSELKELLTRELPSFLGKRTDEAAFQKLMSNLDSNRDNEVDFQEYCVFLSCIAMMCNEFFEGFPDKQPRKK
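incubation = readout 5 min after mixing, signal stable up to 60 min | system = S100A4 monomer protein | buffer or medium = HEPES pH 7.2 with CaCl2, KCl, NaCl, DTT, Triton | benchmarks = neutral control DMSO, positive control TFP | also added = fluorescent myosin IIA peptide, 5 nM | compound dosing = one concentration per compound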
EWS-Fli block: blocks EWS/Fli oncoprotein-driven transcription | A673 NR0B1-luciferase reporter, viability-normalised | inhibition, % at 12.6 µM | hit rate 0.67% among 350,000 | AID 651661;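 active = mean inhibition of at least 50% after viability correction, with every replicate also passing that limit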;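 note: firefly luciferase signal divided by Alamar Blue viability fluorescence both relative to DMSO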
esBAF inh: blocks esBAF chromatin remodeling in mouse ES cells | Bmi1-luciferase knock-in reporter, 24 h; 100% = twice the neutral-well signal | reporter increase, % at 12.5 µM | hit rate 2% among 350,000; in the data active = activation above about 40%;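 note: 0% = median of the plate's neutral control wells and 100% = double that signal; a rise in the Bmi1 reporter signal indicates esBAF inhibition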
RAD54 inh: blocks human RAD54 Holliday junction branch migration; FAM/BHQ fluorescence; inhibition, % at 10.4 µM; hit rate 0.14% among 360,000;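 active = mean normalized replicate activity at least 40 and at least half of replicates scoring 40 or more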;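 note: 0% = median of neutral control wells and 100% = median of positive control wells; inhibitors cause a drop in the FAM fluorescence signal; in these data hits start at about 50%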
Target sequence (Q92698 whole entry, looked up): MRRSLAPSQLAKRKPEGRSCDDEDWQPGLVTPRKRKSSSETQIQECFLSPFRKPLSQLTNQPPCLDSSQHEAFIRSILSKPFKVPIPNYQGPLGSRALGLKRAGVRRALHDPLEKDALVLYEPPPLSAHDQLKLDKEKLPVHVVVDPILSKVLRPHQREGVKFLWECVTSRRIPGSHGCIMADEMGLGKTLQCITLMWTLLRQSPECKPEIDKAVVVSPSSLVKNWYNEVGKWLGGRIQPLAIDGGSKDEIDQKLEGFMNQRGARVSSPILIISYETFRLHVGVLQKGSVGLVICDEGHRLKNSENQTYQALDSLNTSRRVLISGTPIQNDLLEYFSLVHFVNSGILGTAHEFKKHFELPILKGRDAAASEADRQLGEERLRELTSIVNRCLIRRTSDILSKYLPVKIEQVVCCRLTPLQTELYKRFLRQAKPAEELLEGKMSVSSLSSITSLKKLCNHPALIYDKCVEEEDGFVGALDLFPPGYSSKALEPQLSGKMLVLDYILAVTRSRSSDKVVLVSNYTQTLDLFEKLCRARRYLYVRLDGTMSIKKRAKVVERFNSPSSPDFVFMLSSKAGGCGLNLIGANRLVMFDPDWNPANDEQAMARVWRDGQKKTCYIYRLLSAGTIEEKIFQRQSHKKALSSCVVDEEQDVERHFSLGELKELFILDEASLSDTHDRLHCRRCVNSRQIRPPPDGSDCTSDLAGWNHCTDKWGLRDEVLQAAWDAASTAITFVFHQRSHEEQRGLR
FN deposit inh: fibronectin deposition inhibition | AH1F fibroblasts, Alexa488-fibronectin deposition fluorescence, overnight | inhibition, % at 12.6 µM | hit rate 0.086% among 350,000 | AID 743247;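 active = mean inhibition across replicates of 30% or more, regardless of how many single replicates reach that level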;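 note: positive control wells lacked labelled fibronectin entirely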
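Material – AH1F fibroblast monolayer, labelled fibronectin deposition · Reagent – labelled fibronectin 24 nM · Timing – 1 h adhesion, overnight exposure · Measured by – fluorescence at 485 nm excitation, 525 nm emission · Read-out – inhibition of fibronectin deposition signal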
Xi reactivation: reactivates the inactive X chromosome in mouse fibroblasts | XiGFP mouse fibroblasts, % GFP-positive cells imaging, 3 d; cells co-treated with 5-aza-dC sensitizer; scaled so ellipticine positive control = 100% | activation, % at 7.58 µM | hit rate 0.055% among 360,000;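 active = mean normalized replicate activation at least 10% and every replicate at or above 10%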;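 note: 0% = median of on-plate neutral control wells and 100% = ellipticine 6 µM median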
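assay system = SV40-immortalized XiGFP fibroblast cells, line 68-5-11 | buffer or medium = DMEM plus 5-aza-dC sensitizer | doses = single-point pinned compound dosing | times = 3-day compound exposure, then 15 min fixation at room temperature | benchmarks = positive control ellipticine, 6 µM final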
E-selectin induc: induces E-selectin expression in human endothelial cells; HUVEC E-selectin immunofluorescence imaging; normalized: neutral wells 0, TNF-alpha wells 100; activation, % at 7.58 µM; hit rate 0.37% among 260,000; AID 686992;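 active = mean E-selectin-positive cell signal at least 10% of the positive control, reached in at least 60% of replicates, without over 20% cell loss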;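 note: in these data hits start at about 27%; measured in HUVEC primary endothelial cells; signal is the percent of cells scored E-selectin positive by PE staining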
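Assay system: HUVEC primary endothelial cells. Input: 3,000 HUVEC seeded per well. Doses: one compound dose added by pin transfer. Read-out basis: % PE-positive cells. Benchmarks: TNF-alpha high, DMSO low. Detection: immunofluorescence imaging. Buffer or medium: EGM-2, gelatin.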
RAD52 anneal inh: RAD52 (human) annealing inhibition | P43351 | recombinant RAD52 DNA annealing, FRET fluorescence | inhibition, % at 18.7 µM | hit rate 0.46% among 360,000 | AID 651710;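 active = every replicate showing at least 50% inhibition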
* hit, by the source's call; . = not tested or not shown; & = joins results of further samples; ! = repeats disagree.

entry	molecule	S100A4 inh HTS	EWS-Fli block	esBAF inh	RAD54 inh	FN deposit inh	Xi reactivation	E-selectin induc	RAD52 anneal inh
1	CC(C)C1=NOC(C(=O)N2CCC(N3CCC(C(=O)N4CCOCC4)CC3)CC2)C1 (stereo unspecified)	-5	9	.	.	-9	0.3	.	-34
2	O=C(Cc1ccccc1)NCCn1ccc2ccccc21	3	-7	0	-13	-14	0.4	.	-136
3	CCOC(=O)N1CCN(C(=O)CCN2C(=O)c3ccccc3S2(=O)=O)CC1	16	4	-7	-3	3	0.1	-0.1	-9
4	Cc1cccc(N2C(=O)c3ccc(C(=O)Nc4cccc(C(=O)O)c4)cc3C2=O)c1	0	-70	11	-1	3	0.1	.	-8
5	CCOC(=O)c1c(-c2ccco2)csc1NC(=O)COC(=O)c1cnccn1	7	-2	-5	-5	-5	0.5	-0.1	-18
6	O=C(CCCOc1ccccc1)N1CCN(S(=O)(=O)c2cccc(F)c2)CC1	0	-11	9	15	2	-0.8	0.0	-8
7	CCS(=O)(=O)Nc1ccc2c(c1)C(=O)N(C)[C@H]1CC[C@H](CC(=O)NC)O[C@H]1CO2	2	2	4	-5	-3	0.0	0.0	-5
8	CC[N+](CC)(CC)CC(=O)Nc1c(C)cccc1C	-2	6	0	-5	1	-0.1	1.6	-7
9	CC(C)NC(=O)C(=O)NCCN1CCN(C(=O)c2ccc(C(C)(C)C)cc2)CC1	-2	19	-7	-10	.	0.0	.	-5
10	Cc1noc(C)c1NC(=O)N[C@@H]1C=C[C@@H](CC(=O)N2CCN(C)CC2)O[C@@H]1CO	-4	-4	2	-2	.	-0.7	-1.1	-7
11	COC(=O)c1ccc(COn2nnc3ccccc32)cc1	12	-12	31	-5	5	0.1	.	-14
12	C[C@H](CO)N1C[C@H](C)[C@H](CN(C)C(=O)NC2CCCCC2)OCCCC[C@H](C)Oc2ccc(NC(=O)C3CCCCC3)cc2C1=O	4	4	8	2	.	-0.7	0.0	1
13	COc1ccc(OC)c(/C=N/N=C2\SCC(=O)N2Cc2ccco2)c1	-2	-1	6	10	-6	-0.1	.	-10
14	COCC(=O)Nc1ccc2c(c1)OC[C@@H](C)N(C(=O)c1cnccn1)C[C@H](C)[C@H](OC)CN(C)C2=O	-3	-2	2	5	13	0.0	-0.2	-11
15	CCC(CO)Nc1nc2ccc(Cl)cc2c2ccccc12 (stereo unspecified)	1	10	-10	12	0	0.0	-0.1	-2
16	COc1ccc(S(=O)(=O)NC(=O)C2(C)CCN2C(=O)Cc2ccccc2Cl)cc1 (stereo unspecified)	-7	1	-6	1	1	-0.1	-0.1	2
17	COc1ccccc1-c1ccc2c(c1)O[C@@H](CN(C)C(=O)c1cccnc1)[C@@H](C)CN([C@@H](C)CO)S2(=O)=O	-7	2	1	6	.	0.4	0.2	-13
18	O=C(COc1ccc(F)cc1Br)N1CCN(S(=O)(=O)/C=C/c2ccccc2)CC1	5	2	8	-2	15	0.3	1.4	-28
19	NC(=O)c1cc2ccccc2o/c1=N/NC(=O)c1cccs1	0	-16	1	1	10	0.0	8.4	-5
20	COc1cc(O)c(C(=O)/C=C/c2ccccc2)c(OC)c1	-5	10	53*	-6	.	.	.	6

3 structures already listed, sorted by number of heavy atoms, smallest number first:
entry	molecule	S100A4 inh HTS	EWS-Fli block	esBAF inh	RAD54 inh	FN deposit inh	Xi reactivation	E-selectin induc	RAD52 anneal inh
15	CCC(CO)Nc1nc2ccc(Cl)cc2c2ccccc12 (stereo unspecified)	1	10	-10	12	0	0.0	-0.1	-2
9	CC(C)NC(=O)C(=O)NCCN1CCN(C(=O)c2ccc(C(C)(C)C)cc2)CC1	-2	19	-7	-10	.	0.0	.	-5
12	C[C@H](CO)N1C[C@H](C)[C@H](CN(C)C(=O)NC2CCCCC2)OCCCC[C@H](C)Oc2ccc(NC(=O)C3CCCCC3)cc2C1=O	4	4	8	2	.	-0.7	0.0	1

Printed as active in esBAF inh, among the entries above:
| entry | smiles | S100A4 inh HTS | esBAF inh | RAD52 anneal inh |
| --- | --- | --- | --- | --- |
| 20 | COc1cc(O)c(C(=O)/C=C/c2ccccc2)c(OC)c1 | -5 | 53* | 6 |

Further records
entry	molecule	S100A4 inh HTS	EWS-Fli block	esBAF inh	RAD54 inh	FN deposit inh	Xi reactivation	E-selectin induc	RAD52 anneal inh
21	COc1cc(NC(=O)c2ccc(N)nc2)cc(C(=O)Nc2cccc(C(F)(F)F)c2)c1	-9&-6	-37&-29	45*!	-13&-23	6	0.0&0.0	0.1&-0.1	22&-2
22	Cc1cc(-c2nc(C)c(C(=O)NNS(=O)(=O)c3cccc(C(F)(F)F)c3)s2)no1	1	4	-6	0	17	0.7	-0.2	0
23	COc1ccc(CC2(CO)CCN(C/C=C/c3ccccc3OC)CC2)cc1	7	8	.	.	1	0.1	.	-12
24	COc1ccc(-c2[nH]ncc2CN(C)C(C)c2ccncn2)c(F)c1 (stereo unspecified)	-1	3	-3	0	.	-0.1	.	-30
25	COc1cccc(-n2c(C)nc3cc(C(=O)O)ccc32)c1	47	6	-2	6	.	.	.	-10
26	O=C(C[C@@H]1C[C@H]2c3cc(NC(=O)Nc4ccccc4F)ccc3O[C@H]2[C@H](CO)O1)NCc1ccncc1	7	-5	5	-14	-5	-0.1	0.1	9
27	COc1ccc(Cl)cc1C(=O)OCC(=O)N1CCCC(C)C1 (stereo unspecified)	-10	-3	-2	-6	0	-0.1	3.8	-10
28	Fc1ccc(NC(=S)NCCN2CCOCC2)cc1	2	1	.	.	6	0.1	1.1	-9
29	CC(C)(O)C#Cc1ccc([C@@H]2[C@@H](CO)N3CCCCN(C(=O)c4ccc(F)cc4)C[C@H]23)cc1	7	5	-5	10	.	0.0	-0.1	11
30	CCc1ccc(CN(C)CC(=O)Nc2ccc(S(=O)(=O)N3CCOCC3)cc2)cc1	2	7	6	-6	.	0.0	-0.5	-8
31	CCNC(=O)c1cc2c(c(-c3cccc(-c4cncnc4)c3)n1)[C@@H](CCO)N(C(C)=O)C2	-2&1	5&0	-5	-9	3&0	0.4&0.0	0.1&-5.4	0&-7
32	O=C(C[C@H]1CC[C@@H]2[C@H](COC[C@H](O)CN2CC2CCOCC2)O1)N1CCOCC1	0	20	-1	-6	-9	0.2	0.0	8
33	O=C(CSc1ccc(-c2ccco2)nn1)N1CCCCC1	0	-17	.	.	-13	0.0	0.2	-4
34	CCCNC(=O)N(C)C[C@@H]1Oc2ncc(C#CCC(C)C)cc2C(=O)N([C@@H](C)CO)C[C@H]1C	0	-4	3	-3	-13	-0.6	-0.6	-6
35	COc1ccc2cc1Oc1ccc(cc1)C[C@H]1c3cc(c(OC)cc3CCN1C)Oc1c(OC)c(OC)cc3c1[C@H](C2)N(C)CC3	-3	57*	-4	-21	.	-0.1	0.0	44
36	O=C(c1cccc(C(F)(F)F)c1)N1CCC2(CC1)NCCc1[nH]cnc12	-1	-5	-7	-6	9	0.1	.	-1
37	CCOC(=O)[C@]12CCC=C1N(Cc1ccc3c(c1)OCO3)C(=O)[C@H](CC(=O)N1CCN(C(=O)c3ccco3)CC1)C2	2	2	.	.	0	0.1	.	-18
38	C[C@H]1CN([C@@H](C)CO)C(=O)c2cc(NS(C)(=O)=O)ccc2O[C@@H]1CN(C)C(=O)NC1CCCCC1	4	-12	2	6	.	-0.8	.	-4
39	CN(Cc1cn[nH]c1-c1ccc(-c2ccccc2)cc1)CC1CCOCC1	12	-52	19	7	-5	-0.1	0.1	-38
40	Fc1cccc(Cl)c1/C=N/Nc1c(Cl)cncc1Cl	0	.	.	.	21	0.2	0.0	-11
41	CC1=C(C(=O)NC2CCCCC2C)C2(CCC(C)CC2)OC1=O (stereo unspecified)	1	3	-9	2	0	0.0	.	-7
42	O=C(CSc1nc2ccccc2s1)N/N=C/c1ccc(C(=O)O)cc1	-5	-11	.	.	35*	0.0	.	-20
43	CCOc1ccc(S(=O)(=O)Nc2ccc3c(c2)n(C)c(=O)n3C)cc1	34	49	-11	5	5	0.5	.	-6
44	CCOc1ccccc1CNCCOC	-5	-5	.	.	-17	0.4	.	4
45	O=C(Nc1nnc(SCc2ccccc2)s1)c1cccc([N+](=O)[O-])c1	-3	-8	1	-3	-3	0.0	6.5	-12
46	CC[C@H](CO)Oc1cc(NCc2cccc(N)c2)c2ncn(C(C)C)c2c1	6	-16	.	.	5	0.0	7.5	16
47	O=c1c2cc(F)ccc2sn1-c1ccccc1	-2	9	-32	4	24	-0.1	-0.2	-3
48	CN(CC(=O)Nc1cccc(F)c1)C(=O)c1cc(-c2ccco2)nc2ccccc12	-3	0	5	.	-3	0.0	-0.2	-17
49	Clc1cccc(/C=N\Nc2nccs2)c1	-1	.	32	0	-1	.	.	-8
50	Cc1noc(C)c1COc1ncnc2ccccc12	-9	-1	.	.	-2	-0.1	.	-7
51	COC(=O)CNC(=O)c1c(-c2c(Cl)cccc2Cl)noc1C	-2	-6	4	-4	.	.	.	-10
52	O=C(NCc1ccccc1)c1ccc(N2CCC3(CC2)CC(c2ccc(Cl)cc2)=NO3)c([N+](=O)[O-])c1	-2	11	2	2	1	0.2	0.2	-4
53	CCOC(=O)C1=CCN(S(=O)(=O)c2ccccc2C)C1c1ccccc1 (stereo unspecified)	2	-6	-6	-3	-7	0.0	0.0	-6
54	Cc1ccc(NC(=O)CSc2ncn[nH]2)cc1	-4	3	.	.	4	0.0	.	-17
55	COc1ccc(NC(=O)Nc2ccc3c(c2)C(=O)N([C@@H](C)CO)C[C@@H](C)[C@H](CN(C)C(=O)Nc2c(C)noc2C)OCCCC[C@H](C)O3)cc1	18	-4	.	.	7	0.0	-0.2	22
56	Cc1ccc(S(=O)(=O)N[C@H]2CC[C@@H](CCNC(=O)Nc3ccc(Cl)cc3)O[C@H]2CO)cc1	-6	-26	45*	-2	.	1.1	-0.3	20
57	CCN(Cc1ccncc1)C(=O)c1ccc(C)c(S(=O)(=O)N2CCCCC2)c1	0	4	5	-15	2	0.1	-0.3	-2
58	NC(=O)c1oc2ccccc2c1NC(=O)C1CCCCC1	0	-6	0	-1	-9	-0.1	0.0	-1
59	C[C@H]1CN([C@@H](C)CO)C(=O)c2cc(NC(=O)NC3CCCCC3)ccc2O[C@@H]1CN(C)Cc1ccc(C(=O)O)cc1	96*	.	-3	4	.	0.1	-1.6	6
60	CC(C)NC[C@H]1[C@H](c2ccc(C3=CCCCC3)cc2)[C@@H](CO)N1C(=O)NC(C)C	.	10	-2	1	18	0.0	0.1	-23

Just FN deposit inh, for some of the entries so far:
no. | Structure | FN deposit inh
57 | CCN(Cc1ccncc1)C(=O)c1ccc(C)c(S(=O)(=O)N2CCCCC2)c1 | 2
58 | NC(=O)c1oc2ccccc2c1NC(=O)C1CCCCC1 | -9

Not a hit list, and some 3% of all compounds hit somewhere here.
